tim10-1 inh – inhibits growth of tim10-1 mutant yeast; S. cerevisiae tim10-1 ts strain growth, BacTiter-Glo, 24 h; inhibition, % at 20 µM; 330,000 tested, 2.2% active;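 active = inhibition of at least 40%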;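 note: mutant grown at 25 °C; 0% = DMSO wells with yeast and 100% = wells holding no yeast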
MIN6 prolif – inducers of beta-cell replication in MIN6 cells; MIN6 cells proliferation, ATPlite luminescence, 48 h; cells starved in 0.2% serum; 100% = growth in 10% serum; proliferation, % at 10 µM; 330,000 tested, 0.29% active; AID 2380;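 active = compounds whose signal lies at least 3.5 SD above the mean of all wells on their plate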;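 note: 0% = DMSO-treated cells in low-serum medium and 100% = 10% serum control; some compounds called inactive have numbers as strong as hits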
NLRP3 yeast inh – blocks the NALP3 inflammasome reconstituted in yeast. Yeast reconstituted NLRP3/ASC/caspase-1, beta-gal luminescence, 24 h. inhibition, % at 10 µM. 330,000 tested, 0.39% active. AID 2825;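 active = inhibition of 50% or more; inactive = inhibition below 50%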;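 note: plate controls were induced DMSO wells for no effect and uninduced yeast grown without galactose for full effect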
A3G deaminase – APOBEC3G (human) deaminase inhibition; Q9HC16; AID 493012; inhibition, % at 20 µM; 330,000 tested, 0.28% active; recombinant A3G, ssDNA deamination FAM/TAMRA fluorescence;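 active = inhibition of at least 40% at 20 µM, with no more than 30% in the related APOBEC3A deaminase screen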;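 note: plate controls were DMSO wells with A3G for no effect and wells lacking A3G enzyme for full effect; some compounds called inactive have numbers as strong as hits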
Target sequence (Q9HC16 whole entry, looked up): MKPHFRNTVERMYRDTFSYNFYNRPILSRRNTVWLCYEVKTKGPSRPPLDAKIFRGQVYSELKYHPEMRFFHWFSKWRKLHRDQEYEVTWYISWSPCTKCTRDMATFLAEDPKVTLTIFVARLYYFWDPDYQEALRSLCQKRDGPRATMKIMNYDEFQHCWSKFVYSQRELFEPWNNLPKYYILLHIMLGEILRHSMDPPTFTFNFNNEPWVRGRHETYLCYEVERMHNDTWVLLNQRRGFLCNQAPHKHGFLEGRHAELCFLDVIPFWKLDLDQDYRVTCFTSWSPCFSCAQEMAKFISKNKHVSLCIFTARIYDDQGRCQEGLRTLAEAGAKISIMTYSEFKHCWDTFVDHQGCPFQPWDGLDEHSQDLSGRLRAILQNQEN
TIM10 inh – TIM10 yeast growth inhibition. S. cerevisiae TIM10 strain growth, BacTiter-Glo luminescence, 24 h. inhibition, % at 10 µM. 330,000 tested, 1.4% active;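 active = inhibition of 40% or more at the single tested concentration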;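 note: wild-type TIM10 isogenic control strain grown at permissive 25 °C; 0% = DMSO yeast wells and 100% = minimal medium wells without yeast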
APOBEC3A inh – inhibitors of human APOBEC3A DNA deaminase; P31941; recombinant A3A, FAM/TAMRA ssDNA deamination fluorescence; inhibition, % at 20 µM; 330,000 tested, 0.41% active;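 active = at least 40% inhibition at 20 µM here, with at most 30% in a related deaminase screen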;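 note: plate controls were A3A with DMSO for no effect and wells lacking A3A enzyme for full effect; some results filed as inactive read as strong as hits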
hIAP inh – human IAP inhibition; purified IAP, CDP-Star luminescence, 30 min; inhibition, % at 10 µM; 330,000 tested, 0.12% active;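 active = inhibition reaching a set limit with compound at 10 µM in the primary screen, cut at about 35% in these data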;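 note: plate controls were DMSO wells with enzyme for no effect and no-enzyme buffer wells for full effect; values of inactives mirror those of a sister screen read the other way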
Target sequence (P09923 whole entry, looked up): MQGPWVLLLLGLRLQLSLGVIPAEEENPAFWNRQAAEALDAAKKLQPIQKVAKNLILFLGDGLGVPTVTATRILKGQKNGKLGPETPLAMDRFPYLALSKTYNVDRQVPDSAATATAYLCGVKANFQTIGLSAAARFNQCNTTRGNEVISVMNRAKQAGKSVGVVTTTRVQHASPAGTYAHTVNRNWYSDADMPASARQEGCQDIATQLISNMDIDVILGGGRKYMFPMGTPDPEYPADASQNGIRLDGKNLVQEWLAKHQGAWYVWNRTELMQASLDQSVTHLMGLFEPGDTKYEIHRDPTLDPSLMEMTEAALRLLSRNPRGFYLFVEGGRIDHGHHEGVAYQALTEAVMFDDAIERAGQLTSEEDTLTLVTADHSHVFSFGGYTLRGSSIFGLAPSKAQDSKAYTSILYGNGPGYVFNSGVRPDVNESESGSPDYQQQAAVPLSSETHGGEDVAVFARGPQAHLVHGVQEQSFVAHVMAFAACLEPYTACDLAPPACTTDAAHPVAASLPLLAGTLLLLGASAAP
mIAP act – mouse IAP activation; 330,000 tested, 0.24% active; muIAP, CDP-Star luminescence, 30 min; hits give high values; 1 = vehicle-only enzyme signal, 0 = enzyme-free wells; activation factor at 10 µM;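 active = activation factor of at least 2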; note: the source names both 10 and 20 µM as test concentration; values of inactives mirror those of a sister screen read the other way
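Assay system: mouse IAP enzyme; Reagent: CDP-Star chemiluminescent phosphatase substrate; Compound: DMSO-dissolved test compounds; Incubation: 30 min, room temperature; Technique: luminescence from enzymatic CDP-Star hydrolysis; Controls: DMSO-only wells and no-enzyme negative control.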
mIAP block – mouse IAP inhibition. purified mouse IAP, CDP-Star luminescence, 30 min. 330,000 tested, 0.2% active. AID 2806. inhibition, % at 10 µM;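 active = inhibition of at least 40% at 10 µM in the primary screen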;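 note: plate controls were DMSO with enzyme for no effect and no enzyme wells for full effect; values of inactives mirror those of a sister screen read the other way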
Starred values were filed as active, the others as inactive.

Sample of the layout (6 entries):
SMILES	tim10-1 inh	MIN6 prolif	NLRP3 yeast inh	A3G deaminase	TIM10 inh	APOBEC3A inh	hIAP inh	mIAP act	mIAP block
O=S(=O)(NCCN1CCOCC1)c1cc(Cl)c(Cl)cc1Cl	0	-2	21	-5	-10	-2	-16	0.81	20
CCC1(c2ccccc2)NC(=O)N(CC(=O)Nc2ccccc2C(=O)N2CCCCC2)C1=O (stereo not given)	-3	-3	22	1	3	25	-5	1.1	-8
CC(OC(=O)C1CC1C)C(=O)Nc1ncc(Cl)cc1Cl (stereo not given)	4	6	14	-7	6	-6	-4	0.97	3
CC(C)(C)c1ccc(C(=O)c2c[nH]c(C(=O)NCc3cccnc3)c2)cc1	13	-5	26	-1	20	0	-19	1	-2
N#CC1=C(N)OC2=C(CCc3ccccc32)C1c1ccccc1 (stereo not given)	14	-6	14	-6	-16	-1	14	1.1	-6
Brc1ccc(CSc2ncnc3nc[nH]c23)cc1	5	-4	2	0	-30	-2	-47	0.81	19

Main list, from the start:
SMILES	tim10-1 inh	MIN6 prolif	NLRP3 yeast inh	A3G deaminase	TIM10 inh	APOBEC3A inh	hIAP inh	mIAP act	mIAP block
O=S(=O)(NCCN1CCOCC1)c1cc(Cl)c(Cl)cc1Cl	0	-2	21	-5	-10	-2	-16	0.81	20
CCC1(c2ccccc2)NC(=O)N(CC(=O)Nc2ccccc2C(=O)N2CCCCC2)C1=O (stereo not given)	-3	-3	22	1	3	25	-5	1.1	-8
CC(OC(=O)C1CC1C)C(=O)Nc1ncc(Cl)cc1Cl (stereo not given)	4	6	14	-7	6	-6	-4	0.97	3
CC(C)(C)c1ccc(C(=O)c2c[nH]c(C(=O)NCc3cccnc3)c2)cc1	13	-5	26	-1	20	0	-19	1	-2
N#CC1=C(N)OC2=C(CCc3ccccc32)C1c1ccccc1 (stereo not given)	14	-6	14	-6	-16	-1	14	1.1	-6
Brc1ccc(CSc2ncnc3nc[nH]c23)cc1	5	-4	2	0	-30	-2	-47	0.81	19
CC(=O)Nc1cccc(NC(C)=O)n1	19	-2	9	-10	-9	-5	-18	1.1	-6
Cc1ccc(-c2cn(CCN)c(-c3ccc(Cl)nc3)n2)cc1	7	-1	4	2	8	-1	-2	0.94	6
C=CCc1c(C)nc2cc(-c3ccc(C)cc3)[nH]n2c1=O	-39	-5	14	1	-11	-2	26	1	0
COc1ccc(C(=O)NCc2ccc(C(=O)O)o2)cc1	-21	-2	11	-10	0	6	4	0.94	6
O=C(COC(=O)c1cc([N+](=O)[O-])ccc1N1CCOCC1)Nc1c(Cl)cccc1C(F)(F)F	10	3	24	-3	2	0	14	0.98	2
CCN1CCN(c2cc(C)c3cc(NC(=O)c4cnccn4)ccc3n2)CC1	16	-3	1	-3	13	-7	0	1	-4

2 entries from above in a different format:
molecule | tim10-1 inh | MIN6 prolif | NLRP3 yeast inh | A3G deaminase | TIM10 inh | APOBEC3A inh | hIAP inh | mIAP act | mIAP block
O=S(=O)(NCCN1CCOCC1)c1cc(Cl)c(Cl)cc1Cl | 0 | -2 | 21 | -5 | -10 | -2 | -16 | 0.81 | 20
CCC1(c2ccccc2)NC(=O)N(CC(=O)Nc2ccccc2C(=O)N2CCCCC2)C1=O (stereo not given) | -3 | -3 | 22 | 1 | 3 | 25 | -5 | 1.1 | -8

Going on with the list.
SMILES	tim10-1 inh	MIN6 prolif	NLRP3 yeast inh	A3G deaminase	TIM10 inh	APOBEC3A inh	hIAP inh	mIAP act	mIAP block
CC(=O)c1cc2ccc(O)cc2oc1=O	-3	-3	-5	-4	-13	5	-7	0.97	3
CCOC(=O)CC(NC(=O)Cn1nnc(-c2ccccc2F)n1)c1ccccc1Cl (stereo not given)	18	0	11	-2	15	-1	15	1	-2
C=CCN1C(=O)CSc2ccc(C(=O)NCc3ccc(F)cc3)cc21	39	-2	3	1	-9	1	-22	1	-5
Cc1ccc(C)c(CN2C(=O)C(C)Oc3ccc(C)cc32)c1 (stereo not given)	5	3	-3	-2	4	0	6	0.92	8
Cc1ccccc1NC(=O)C1CC(=O)N(c2ccccc2F)C1 (stereo not given)	5	3	11	-5	4	-1	5	1	-1
COC(=O)[C@H](Cc1ccccc1)NC(=O)c1cc(COc2c(F)cccc2F)on1	21	-2	6	-2	6	-7	-28	0.95	5
Cc1ccc(NC(=O)COC(=O)C2CCC2)cc1S(=O)(=O)N1CCCCC1	-7	2	5	-6	-1	-1	13	1	-1
COC(=O)C1CCN(C(=O)COc2ccc(Cl)cc2)CC1	-1	-1	4	-7	-2	-3	15	0.97	3
Cc1nc(SCC(=O)N(C)Cc2ccco2)c2c(C)c(C)sc2n1	23	1	11	-3	28	1	17	0.96	4
Cc1cccc2sc(N(CCCN(C)C)C(=O)CCc3ccccc3)nc12	27	0	29	-5	1	-2	-6	0.99	0
Cc1ccc(S(=O)(=O)Cc2nnnn2-c2ccccc2)cc1	16	-3	6	-8	2	-4	4	0.97	3
Cc1ccc(CNC(=O)CSc2c3c(nc4cc(Cl)ccc24)CCCC3)o1	31	-5	12	-4	21	-2	13	0.89	11

Complete entries as entered above:
C=CCN1C(=O)CSc2ccc(C(=O)NCc3ccc(F)cc3)cc21 in the list: tim10-1 inh: 39; MIN6 prolif: -2; NLRP3 yeast inh: 3; A3G deaminase: 1; TIM10 inh: -9; APOBEC3A inh: 1; hIAP inh: -22; mIAP act: 1; mIAP block: -5
Cc1cccc2sc(N(CCCN(C)C)C(=O)CCc3ccccc3)nc12 in the list: tim10-1 inh: 27; MIN6 prolif: 0; NLRP3 yeast inh: 29; A3G deaminase: -5; TIM10 inh: 1; APOBEC3A inh: -2; hIAP inh: -6; mIAP act: 0.99; mIAP block: 0

Next entries follow.
SMILES	tim10-1 inh	MIN6 prolif	NLRP3 yeast inh	A3G deaminase	TIM10 inh	APOBEC3A inh	hIAP inh	mIAP act	mIAP block
O=C(COC(=O)c1ccc(F)c(S(=O)(=O)N2CCOCC2)c1)NCc1ccc2c(c1)OCO2	-7	1	12	-8	8	-1	-14	1.1	-11
O=C(O)CSCC(=O)N(Cc1ccccc1)c1nc(-c2ccccc2)c(-c2ccccc2)s1	13	0	-6	-7	11	1	25	0.85	15
Nn1c(SCc2c(F)cccc2F)nnc1-c1ccccn1	18	-2	8	0	26	0	8	0.99	1
CCc1nc2ccc(C(=O)N(C)CC(=O)Nc3cccc(F)c3)cc2nc1CC	14	0	14	-5	4	-1	10	0.84	16
Cc1nc2ccccc2n1CC(O)COC1CCCCC1 (stereo not given)	7	-1	-4	-7	-16	-1	7	0.99	1
CC1=NC(C#N)=C(C#N)NC(C)(C)C1	2	0	1	-5	-25	2	3	0.87	13
O=C(CSc1nnc2ccccn12)N1CCc2ccccc2C1	5	0	16	-6	0	4	-3	1	0
OC(CNCC1CCCO1)Cn1c2ccc(Br)cc2c2cc(Br)ccc21 (stereo not given)	46*	-5	44	-6	62*	-4	-9	0.92	8
Cc1cc2c(cc1C)CSC(c1ccccc1OC(=O)C(C)(C)C)SC2	23	-4	-1	-4	9	0	-2	1.1	-5
Nc1ccc(C2CCCc3nonc32)c2nonc12 (stereo not given)	33	-2	24	-5	17	-2	-14	0.92	8
Cc1ccc(C(=O)NCC(=O)NCC(=O)OCC(=O)c2ccc([N+](=O)[O-])cc2)cc1	8	-3	-1	-4	7	-4	4	1	0
COc1cccc(C(=O)Oc2ccc(/C=N/NC(=O)c3ccncc3)cc2OC)c1	16	0	18	-1	11	-4	-6	0.93	7
CN(C)C(=O)C#Cc1ccccc1	-21	-2	17	-11	-7	-2	11	0.9	10
O=C(CCNC(=O)c1ccccc1Cl)NCC(c1ccco1)N1CCCC1 (stereo not given)	-14	-2	4	-2	0	-1	-2	0.99	0
Cc1ccc(S(=O)(=O)N2CCCCC2C(=O)N(C)c2ccccc2)cc1 (stereo not given)	24	3	-2	0	-7	2	-17	0.99	1
CCC(=O)Nc1nnc(-c2ccncc2)s1	4	-1	0	-3	-5	2	-12	0.96	4
CCOc1ccc(NC(=O)CN(C)CC(=O)Nc2cc(Cl)ccc2C#N)cc1OCC	21	-1	21	91*	20	3	-4	1.2	-18
CN(C(=O)CCc1nc2ccccc2c(=O)[nH]1)C1CCS(=O)(=O)C1 (stereo not given)	-19	-6	11	-6	-3	2	-16	1.1	-10
CC1CC(C)CN(S(=O)(=O)c2cccc(C(=O)OCCN3CCCC3=O)c2)C1 (stereo not given)	21	-2	2	5	-3	-1	10	1	-3
COC1C/C(=N\O)C2OC(c3ccccc3)OCC2O1 (stereo not given)	10	-4	4	-3	-6	1	-10	1.2	-18
CCOC(=O)c1c(NC(=O)Cn2c(C)nc3ccccc32)sc2c1CCC2	6	-1	8	3	-1	3	-6	1	0
CCOC(=O)C(=O)NN=C(c1ccccc1)c1ccccc1	-15	-1	6	-4	-3	4	14	0.87	13
Cc1nc(N/C(N)=N/S(=O)(=O)c2ccc([N+](=O)[O-])cc2)nc2ccccc12	29	0	11	-1	16	2	-7	0.96	4
COc1ccc(-c2csc(N(CC3CCCO3)C(=O)c3ccc(C)cc3)n2)cc1 (stereo not given)	15	-4	3	-6	4	-3	-2	1	-2
O=C(O)COc1ccc(S(=O)(=O)N2CCCC2)cc1	6	-3	12	-5	-14	-1	-11	1.1	-6
CCN(CC)CCN(Cc1cc2cc3c(cc2[nH]c1=O)OCCO3)C(=S)NC	-15	0	24	-6	-9	-3	-8	1	-2
COc1ccc(OCc2cccc(C(=O)Nc3cc(C)on3)c2)cc1	12	-2	22	-10	16	7	7	0.91	9
